IL1B NFkB pot = enhancers of NFkB p65 translocation in HUVEC – imaging, IL-1B stimulus, high-content imaging, primary screen; activation, % at 2 µM; HUVEC IL-1B NFkB p65 nuclear translocation imaging; AID 819, 2007; 0.3% of 94,000 active;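 active means activation above 40%, about the mean plus 3 SD, also judged a hit on visual image review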;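 further: percent activation is computed from the nuclear over cytoplasmic p65 intensity ratio; values of inactives mirror those of a sister screen read the other way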
PLAP inhibition = PLAP enzyme inhibitors, biochemical, luminescence, HTS (AID 690) | Alkaline phosphatase, placental type (Homo sapiens) | purified PLAP, luminescent substrate; higher % means a stronger effect | inhibition, % at 20 µM; hits with a dose series show IC50 in µM | 0.08% of 96,000 active; in the data active means a potency from the dose series; inactive means the rest, 99 in 100 with inhibition below about 30%; further: strong numbers were not always called active
Bcl-B TR3 displacers = displacers of TR3 peptide from Bcl-B, primary screen, selectivity assay for Bfl-1 inhibitor project, biochemical, fluorescence polarization; Bcl-2-like protein 10 (Homo sapiens); FP displacement of FITC-TR3 peptide from Bcl-B; higher % means a stronger effect; displacement, % at 20 µM, or IC50 in µM where a hit was titrated; 0.11% of 96,000 active; AID 748, 2007;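 active means displacement above 50% at 20 µM plus a fluorescence interference ratio under 1.5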;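 further: plate controls were wells without compound for no effect and wells lacking Bcl-B protein for full effect; a part of the inactive calls stands beside numbers as strong as those of hits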
IL1B NFkB inh = inhibitors of IL-1B driven NFkB p65 nuclear import, primary screen, imaging, HUVEC, IL-1B stimulus, high-content imaging | AID 796, 2007 | 0.43% of 94,000 active | HUVEC IL-1B NFkB p65 nuclear translocation imaging | inhibition, % at 2 µM;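 active means inhibition above about 30% together with a positive call from visual inspection of the well image, limit read from the data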;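 further: nuclear over cytoplasmic p65 intensity ratio measured by imaging; 0% = IL-1B stimulated DMSO wells and 100% = unstimulated DMSO wells; values of inactives mirror those of a sister screen read the other way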
MRP reversal = reversal of MRP1-mediated doxorubicin resistance, primary screen, H69AR cells, doxorubicin co-treatment; H69AR cells + 2 uM doxorubicin, CellTiter-Glo, 72 h; differential viability (reversal), % at 10 µM; 0.04% of 85,000 active; AID 602, 2007;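 active means viability drop by adding the cancer drug above about 55%, with treated viability meeting a 40% cutoff, limit read from the data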;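 further: viability without doxorubicin minus viability with 2 µM doxorubicin for each compound; larger differential means the compound sensitizes cells more to doxorubicin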
MRP reversal cytotoxicity = recorded beside MRP reversal, whose call it bears; viability, %; H69AR cells, CellTiter-Glo, 72 h; measured here: cytotoxicity without doxorubicin
MRP reversal with doxorubicin = recorded beside MRP reversal, whose call it bears; viability, %; measured here: viability with 2 uM doxorubicin; stronger effect = lower value
IL1B NFkB inh cell count 2 µM = also measured in IL1B NFkB inh; calls as there; cell count; measured here: cells passing quality filter;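 raw number of nuclei counted in each imaged well without normalization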
IL1B NFkB pot cell count 2 µM = recorded beside IL1B NFkB pot, whose call it bears; cell count; measured here: cells passing quality filter
* = called active by the depositor; . = no result given. This is a subset. The share of hits here may be higher or lower than overall.

SMILES | IL1B NFkB pot | IL1B NFkB pot cell count 2 µM | PLAP inhibition | Bcl-B TR3 displacers | IL1B NFkB inh | IL1B NFkB inh cell count 2 µM | MRP reversal | MRP reversal cytotoxicity | MRP reversal with doxorubicin
COc1ccc(C(=O)OCC(=O)Nc2cc(C)on2)cc1S(=O)(=O)N1CCOCC1 | 7 | 157 | 2% | -4% | -6 | 157 | -3 | 88 | 90
O=C(CS(=O)(=O)c1cn(Cc2ccc(Cl)cc2)c2ccccc12)N1CCOCC1 | . | . | -32% | 6% | . | . | 8 | 93 | 85
O=C(c1cccs1)N1CCCC(c2ccccc2)C1 (stereo not drawn) | 4 | 164 | 11% | -4% | -4 | 164 | -12 | 102 | 114
C=CCSc1nnc(-c2cc3c(C(F)(F)F)nn(C)c3s2)n1C | -7 | 107 | -1% | 2% | 7 | 107 | . | . | .
Cc1ccc(C)c(OCC(=O)NCCNC(=O)COc2cc(C)ccc2C)c1 | 22 | 125 | . | . | -22 | 125 | 20 | 95 | 75
NC(=O)CSc1oc(-c2ccc(F)cc2)nc1S(=O)(=O)c1ccccc1 | . | . | 15% | -6% | . | . | -19 | 73 | 91
OCCOCCNc1ncnc2sc(-c3ccccc3)cc12 | -4 | 69 | -117% | -9% | 4 | 69 | -3 | 94 | 97
COCCCN1C(=O)C(=O)/C(=C(/O)c2ccc(OC(C)C)cc2)C1c1ccncc1 (stereo not drawn) | . | . | -17% | -3% | . | . | . | . | .
O=C1Nc2c(c(=O)[nH]c(=O)n2-c2ccccc2F)C(C(F)(F)F)(C(F)(F)F)N1 | -1 | 160 | . | . | 1 | 160 | 7 | 109 | 102
COc1cc2c(cc1OC)CN(C(=O)CC1CC3CCC1C3)CC2 (stereo not drawn) | -4 | 133 | -9% | -9% | 4 | 133 | . | . | .
Cc1ccc(N2CCN(C(=O)CN3C(=O)c4ccccc4C3=O)CC2)cc1 | -1 | 123 | 7% | 7% | 1 | 123 | 7 | 96 | 89
CCOC(=O)c1ccccc1NC(=O)COC | -7 | 157 | 12% | -3% | 7 | 157 | 3 | 92 | 89
Nc1nc(Cl)cc(N2CCOCC2)n1 | 3 | 121 | 9% | -3% | -3 | 121 | . | . | .
COCC(C)n1c(SCc2ccc(C(=O)OC)o2)nc2ccccc2c1=O (stereo not drawn) | 33 | 162 | -65% | -6% | -33 | 162 | -10 | 79 | 89
C#CC(CO)N(CCN(Cc1ccccc1)C(C#C)CO)Cc1ccccc1 (stereo not drawn) | 12 | 69 | -6% | -8% | -12 | 69 | 1 | 70 | 69
CSCCC(NC(N)=O)C(=O)NCC1CCCCC1 (stereo not drawn) | 2 | 175 | 13% | -6% | -2 | 175 | -7 | 101 | 108
O=C1C2C3C=CC(C2C(=O)N1CCCO)C1C2C(=O)N(CCCO)C(=O)C2C31 (stereo not drawn) | 11 | 148 | -12% | -5% | -11 | 148 | . | . | .
CCOC(=O)c1cnc2ccc(C)cc2c1Sc1ccccc1 | -2 | 184 | -32% | 0% | 2 | 184 | . | . | .
CCn1c(Cc2ccccc2)nnc1SCC(=O)Nc1ccccc1N1CCOCC1 | -1 | 123 | . | . | 1 | 123 | 1 | 93 | 92
CC(=O)c1cccc(NS(=O)(=O)c2ccc(N/C=C\C(=O)c3ccc(F)cc3)cc2)c1 | 0 | 195 | -14% | 4% | 0 | 195 | . | . | .
CCOC(=O)c1c(NC(=O)Cc2cccs2)sc(C(=O)NC2CCCCC2)c1C | 0 | 165 | 14% | 0% | 0 | 165 | . | . | .
O=C(COc1ccc(S(=O)(=O)N2CCCC2)cc1)NCc1ccco1 | 14 | 167 | 3% | 11% | -14 | 167 | 21 | 100 | 80
COC(=O)C(C)Sc1ccc2nnc(-c3ccc(F)cc3)n2n1 (stereo not drawn) | -1 | 131 | -9% | -1% | 1 | 131 | -1 | 64 | 64
CCOC(=O)c1[nH]c2ccc(F)cc2c1NC(=O)CCN1CCSCC1 | . | . | -62% | -6% | . | . | -15 | 93 | 108
Cc1cccc(-n2c(N)cc(=O)nc2SCC(=O)NC2CCCCC2)c1 | 5 | 179 | -17% | -9% | -5 | 179 | 11 | 103 | 92
O=C(NCCCN1CCCC1=O)c1ccc2c(c1)OCO2 | 20 | 144 | -10% | -3% | -20 | 144 | 10 | 102 | 92
CCSc1nnc(NC(=O)c2cccc3ccccc23)s1 | 18 | 188 | -10% | -1% | -18 | 188 | 9 | 96 | 87
Cc1cccc(N(C(=O)C(F)(F)F)C(C(=O)NC2CCCCC2)c2cccs2)c1 (stereo not drawn) | -6 | 116 | 6% | 3% | 6 | 116 | . | . | .
CCCc1cc(C(=O)O)c2ccccc2n1 | 6 | 162 | -19% | -12% | -6 | 162 | 12 | 97 | 85
Nn1cc(-c2ccccc2)nc1SCC(=O)NC1CCS(=O)(=O)C1 (stereo not drawn) | -10 | 208 | 26% | -2% | 10 | 208 | 7 | 92 | 85
CSc1nsc(SC)c1NC(=O)OCCc1ccccn1 | 1 | 140 | 2% | -6% | -2 | 140 | 6 | 90 | 84
O=C(Oc1ccc(Br)cc1)c1cncc(Br)c1 | . | . | 12% | 18% | . | . | -11 | 86 | 97
CCOC(=O)N1CCN(C(=O)CN(c2ccc3c(c2)OCO3)S(C)(=O)=O)CC1 | 15 | 132 | -12% | 9% | -15 | 132 | 2 | 86 | 84
CCCOc1ccc(C2C(=O)N(C3CCCCC3)CC(=O)N2C2CC2)cc1OC (stereo not drawn) | 3 | 166 | -16% | -15% | -3 | 166 | 8 | 89 | 81
O=C(NNC(=S)NC(=O)c1ccccc1[N+](=O)[O-])c1ccccc1[N+](=O)[O-] | 31 | 141 | -154% | -5% | -31 | 141 | . | . | .
O=C1c2ccccc2C(=O)N1CCCc1nc2ccccc2c(=O)n1CCCn1ccnc1 | 0 | 185 | -32% | -24% | 0 | 185 | 6 | 80 | 73
CCOC(=O)C1=C(SCC)c2cc3c(n2C1=O)CCCC3 | -28 | 123 | . | . | 28 | 123 | 30 | 58 | 28
C[C@@H]1C[C@H](Nc2ccccc2)c2ccccc2N1C(=O)c1cccnc1 | 8 | 120 | -14% | -1% | -8 | 120 | -58 | 20 | 78
O=C(NCc1ccc(F)cc1)C1CCCN(S(=O)(=O)c2cccnc2)C1 (stereo not drawn) | 20 | 204 | 4% | 5% | -20 | 204 | . | . | .
O=CN1CCN(C2CC(=O)N(c3ccc4c(c3)OCO4)C2=O)CC1 (stereo not drawn) | -10 | 152 | -16% | 0% | 10 | 152 | -10 | 98 | 107
c1ccc2cc(OCCN3CCCC3)ccc2c1 | 24 | 78 | 14% | 3% | -24 | 78 | 8 | 105 | 97
CN(C(=O)c1cccc(C#N)c1)c1nnc(-c2ccccn2)s1 | 0 | 118 | -8% | -2% | 0 | 118 | 8 | 94 | 86
CCOC(=O)CN1N=C(/C=C/c2ccc(OC)cc2)CCC1=O | -9 | 159 | 4% | 2% | 9 | 159 | . | . | .
O=c1c2c3c(sc2ncn1/N=C/c1ccco1)CCCC3 | 18 | 91 | 15% | -11% | -18 | 91 | 13 | 97 | 85
COc1cccc(C(C(=O)NC2CCCC2)N(Cc2ccccc2OC)C(=O)c2ccco2)c1 (stereo not drawn) | -2 | 116 | . | . | 2 | 116 | 1 | 86 | 85
CCOc1ccc2nnnn2n1 | 3 | 98 | 3% | -4% | -3 | 98 | -12 | 101 | 113
COc1cccc(C(=O)OCc2ccccc2C#N)c1O | -5 | 127 | -32% | -6% | 5 | 127 | 8 | 97 | 89
COc1ccc(C(c2c(C)[nH]n(C(N)=S)c2=O)C(C#N)C#N)cc1 (stereo not drawn) | 13 | 156 | . | . | -13 | 156 | 15 | 77 | 62
Cc1cccc(-n2c(SCc3cc(=O)n4c(C)cccc4n3)nc3[nH]ncc3c2=O)c1 | . | . | -176% | -3% | . | . | -13 | 58 | 71
CN1CCNC(=O)C1CC(=O)O (stereo not drawn) | 2 | 95 | 3% | -9% | -2 | 95 | 4 | 89 | 84
O=C(Cn1cc(C(=O)c2cccs2)c2ccccc21)NC1CCCCC1 | 3 | 203 | 28% | -2% | -3 | 203 | -6 | 81 | 87
CN(C)CCNc1oc(-c2ccccc2F)nc1C#N | -8 | 50 | 6% | -1% | 8 | 50 | 11 | 105 | 94
CCOC(=O)c1[nH]c(C)c(C(=O)Nc2ccc(C)c(F)c2)c1C | . | . | -3% | 1% | . | . | -22 | 20 | 42
CC(C)Cn1c2ccccc2c2cc(C(=O)O)ccc21 | -7 | 159 | 6% | -2% | 7 | 159 | -2 | 98 | 99
C/C(Cn1nnc([N+](=O)[O-])n1)=N\NC(=O)c1ccccc1 | . | . | 1% | 16% | . | . | . | . | .
CN(Cc1ccccc1)C(=O)CN(Cc1ccccc1)S(C)(=O)=O | 24 | 131 | . | . | -24 | 131 | 10 | 91 | 80
CCOc1ccc(CC(=O)NNC(=S)Nc2ccccc2)cc1Br | 10 | 149 | -53% | -19% | -10 | 149 | -17 | 49 | 66
Cc1cc(C(=O)CSc2nncs2)c(C)n1-c1ccc2c(c1)OCO2 | . | . | 3% | -5% | . | . | 5 | 91 | 85
O=C1NCCCC1C(=O)Nc1ccccc1C(F)(F)F (stereo not drawn) | -6 | 162 | -5% | 4% | 6 | 162 | 19 | 100 | 80

Bioassay records from PubChem BioAssay.
